Screens (PubChem BioAssay)
GPR151 ag: human GPR151 activation | Q8TDV0 | actives 1% (n = 650,000) | activation, % at 11.2 µM | AID 1508602 | PathHunter beta-arrestin GPR151 cells, luminescence; in the data active means activation above about 4.9%;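 further: 0% = median of compound wells and 100% = cells with positive control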
Target sequence (Q8TDV0 whole entry, looked up): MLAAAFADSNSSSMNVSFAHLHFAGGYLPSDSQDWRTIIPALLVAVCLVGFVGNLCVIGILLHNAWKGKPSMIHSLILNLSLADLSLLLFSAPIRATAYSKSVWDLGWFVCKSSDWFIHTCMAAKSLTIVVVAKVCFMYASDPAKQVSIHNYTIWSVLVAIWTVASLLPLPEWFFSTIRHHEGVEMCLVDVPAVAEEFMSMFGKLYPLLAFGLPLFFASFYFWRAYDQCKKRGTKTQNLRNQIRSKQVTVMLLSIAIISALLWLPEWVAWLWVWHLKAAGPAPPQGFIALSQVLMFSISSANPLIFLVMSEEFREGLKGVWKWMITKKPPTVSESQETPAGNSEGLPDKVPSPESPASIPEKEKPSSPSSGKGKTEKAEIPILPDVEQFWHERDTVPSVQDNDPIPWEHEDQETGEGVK
TEAD-YAP inh: TEAD-YAP interaction inhibition; HEK-TIYL cells, TEAD-Gal4/YAP UAS-luciferase luminescence; inhibition, % at 9.12 µM; actives 1.4% (n = 640,000); AID 1259422; in the data active means inhibition above about 32%;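 further: 0% = median of test compound wells and 100% = reference inhibitor wells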
MITF primary: blocks human microphthalmia-associated transcription factor | inhibition, % at 2.6 µM | O75030 | AlphaScreen MITF homodimerization, bead proximity signal | actives 0.91% (n = 650,000); in the data active means inhibition above about 50%;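 further: 0% = vehicle wells with protein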
Target sequence (O75030 whole entry, looked up): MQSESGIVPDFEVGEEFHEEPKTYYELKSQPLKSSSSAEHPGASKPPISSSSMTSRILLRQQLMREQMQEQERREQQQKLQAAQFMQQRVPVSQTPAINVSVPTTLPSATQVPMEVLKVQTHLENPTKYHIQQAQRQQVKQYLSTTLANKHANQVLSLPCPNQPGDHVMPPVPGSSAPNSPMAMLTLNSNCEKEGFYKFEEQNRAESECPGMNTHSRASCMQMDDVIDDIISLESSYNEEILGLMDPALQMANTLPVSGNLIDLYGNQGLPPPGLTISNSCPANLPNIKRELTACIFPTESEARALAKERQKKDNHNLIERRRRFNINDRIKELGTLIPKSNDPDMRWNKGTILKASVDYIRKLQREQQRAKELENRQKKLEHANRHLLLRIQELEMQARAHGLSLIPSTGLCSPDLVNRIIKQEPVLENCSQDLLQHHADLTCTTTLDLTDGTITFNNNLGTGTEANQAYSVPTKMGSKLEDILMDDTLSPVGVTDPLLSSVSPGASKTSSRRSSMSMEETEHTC
FBW7 act: activators of human E3 ligase FBW7; AlphaScreen FBW7–phospho-cyclin E peptide binding, activator screen; Q969H0; normalized activity (activation), % at 26.1 µM; actives 0.13% (n = 650,000); in the data active means normalized activity above about 1.9%;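 further: purified mutant Fbw7 with reduced substrate affinity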
* = called active by the depositor.

Order of results: GPR151 ag	TEAD-YAP inh	MITF primary	FBW7 act
CS(=O)(=O)c1ccc(CN2CCc3nc4nc(N)ccc4cc3C2)c(Cl)c1
  0.5	-7	12	0.2
CC(=O)Nc1ccc(-c2nc3c(C)cccc3[nH]2)cc1
  -1.6	-41	-1	-0.1
O=C(Nc1ccc(N2CCOCC2)cc1)c1cccc(-c2cccs2)n1
  4.3	-17	12	-0.1
Cc1cc(-c2cncnc2C2CCCN(C(=O)N3CCOCC3)C2)on1 (configuration not stated)
  1.6	-7	-26	0.7
Cc1nc(N2CCCCC2)c2c(C)c(C(=O)N3CCN(C)CC3)sc2n1
  -0.3	3	13	0.0
CC(=O)C1=NN(c2ccccc2)C(c2c[nH]c3ccccc23)N1c1ccc(N2CCOCC2)c(Cl)c1 (configuration not stated)
  1.2	-19	4	-0.4
Cc1ccc(-c2nc3ccccc3c(=O)n2Cc2c(F)cccc2Cl)cc1
  0.0	13	7	0.1
Cc1ccc(NC2=NC(=S)N(c3ccccc3)C23CCC(C(C)(C)C)CC3)cc1 (configuration not stated)
  -0.5	-4	-19	0.1
CC(=O)c1cccc(-c2cccc(C(=O)NCCN(C(C)C)C(C)C)n2)c1
  -1.0	4	9	0.0
Cc1c2c(=O)n(-c3nc4ccccc4s3)[nH]c2cc(=O)n1Cc1ccccc1Cl
  -0.5	9	91*	0.0
COc1ccc(CCNc2nc(-c3ccc4[nH]ccc4c3)nc3c2ncn3Cc2ccc(C(F)(F)F)cc2)cc1
  -2.3	9	16	0.0
O=c1cc(N2CCN(c3ccccc3)CC2)[nH]c(=O)n1Cc1ccc(F)cc1
  -0.4	4	1	-0.2
CCS(=O)(=O)N1CCN(C(=O)COc2ccc(OC)cc2)CC1
  -1.0	2	-14	0.2
CCCCCCOC(=O)c1cc(C(=O)OCCCCCC)c(C)nc1C
  6.6*	-2	56*	0.2
CCCSc1ncc(Cl)c(C(=O)Nc2ccccc2C(=O)OC)n1
  -2.5	-4	-1	-0.1
Cn1c(=O)c(=O)n(C)c2cc([N+](=O)[O-])c([N+](=O)[O-])cc21
  -0.1	-4	3	-0.1
CCOc1ccc(NC(=O)c2ccc(Br)cc2)c([N+](=O)[O-])c1
  -0.4	-12	13	0.1
NC(=O)c1nc(-c2ccco2)nc2c1[nH]c(=O)n2C1CCCCC1
  1.6	-5	3	-0.1
CN(Cc1ccc(OCC2CCCN(C(=O)CC3CCCC3)C2)cc1)Cc1nccs1 (configuration not stated)
  0.5	15	3	0.0
COc1ccc(N2CCN(C(=O)c3sc4ncn(CC(=O)Nc5cccc(C(F)(F)F)c5)c(=O)c4c3C)CC2)cc1
  1.6	2	-2	-0.1
CSC1=C(C#N)C(c2ccccc2Cl)CC(=O)N1 (configuration not stated)
  0.0	-2	3	0.0
COC(=O)C1=C(C)N(c2ccc(C(C)C)cc2)C(=O)/C1=C\c1cc(Br)ccc1OC
  11*	-6	0	-0.1
O=C(CSc1nnnn1-c1ccccc1)c1ccc(-c2ccccc2)cc1
  -0.2	-8	-8	0.5
C#CCn1c(=NC(=O)CN2C(=O)CCC2=O)sc2cc([N+](=O)[O-])ccc21
  1.1	-2	8	0.0
Cc1ccc(C(=O)N2CCN(C)CC2)cc1[N+](=O)[O-]
  0.3	2	22	0.1
Cc1cc(C)cc(Nc2cc(C(=O)NCCCN3CCOCC3)c3ccccc3n2)c1
  -1.0	0	4	1.0
CCOc1cc(S(=O)(=O)NCCc2ccccc2)c(C)cc1C
  -0.3	-6	2	0.9
c1ccc2c(c1)[nH]c1nc(SCCN3CCOCC3)nnc12
  -0.1	-4	29	0.9
C/C=C(\C)CN1CCCC(C(=O)OCC)C1 (configuration not stated)
  -0.2	11	-16	-0.1
CCOc1ccccc1NC(=O)C(=O)NCc1ccncc1
  0.6	-2	-7	-0.1
Cc1nn(Cc2ccccc2Cl)c(Cl)c1/C=C/C(=O)OCC#N
  10*	-23	3	-0.1
O=C1NC(=O)/C(=C/c2ccc(C(=O)NCc3ccc(Cl)cc3)cc2)S1
  0.5	3	5	-0.1
CCOC(=O)c1sc2nc(SCC(=O)C(C)(C)C)n(Cc3cccc(Br)c3)c(=O)c2c1C
  -1.1	3	5	-0.1
FC(F)(F)c1ccc(Cn2cnc3c(NCCOc4ccccc4)nc(Nc4ccc(-n5ccnc5)cc4)nc32)cc1
  2.9	3	-4	-0.2
O=C(Cn1cncn1)c1ccc(Br)cc1Br
  1.1	-15	-5	-0.1
O=C(O)/C=C\c1cccc(-n2cnnn2)c1
  -0.3	6	-13	0.0
COc1ccc(CNC(=O)C/C(C)=N/NC(=O)Cc2ccc(Cl)cc2)cc1
  0.2	5	2	0.0
Cc1cc(C)c2c(N)c(-c3nc4ccccc4[nH]3)sc2n1
  -4.3	-42	-4	-0.1
COc1ccc(CNC(=O)CSc2nc3[nH]ncc3c(=O)n2-c2cccc3ccccc23)cc1
  0.9	0	12	0.0
O=C(O)c1cc(S(=O)(=O)Nc2ccc(-c3nnc4n3CCCCC4)cc2)ccc1Cl
  2.8	-2	-6	-0.1
CC(C)(C)c1ccc(CSc2nc3ccsc3c(=O)n2CCc2ccccc2)cc1
  0.7	3	-12	0.1
CC(C)c1ccc(Nc2nc(CC(=O)O)cs2)cc1
  1.0	-20	-4	-0.1
c1ccc(CNCC2OCc3ccccc3CO2)cc1
  -0.1	5	7	0.0
O=S(=O)(c1ccc(-c2nc3ccccc3s2)cc1)N1CCCC1
  3.8	-11	-6	0.1
C[C@@H]1CN(C(=O)c2nc3ccc(Cl)cn3c2CN2CCSCC2)C[C@H](C)O1
  -0.7	5	4	0.0
CC(=O)c1ccc(NC(=O)/C(Cl)=C/c2ccccc2)cc1
  -0.6	-1	12	0.1
CCOc1ccccc1Nc1nnc(SCC(=O)c2ccc(O)cc2O)s1
  0.1	0	7	0.0
Cc1ccc(N2C(=O)N(CCN3C(=O)c4ccccc4C3=O)C(=O)C2C)cc1 (configuration not stated)
  -0.9	-2	-2	0.2
O=C1CCCN1CCn1cnc2c(NCc3nc4ccccc4[nH]3)nc(Nc3nccc4ccccc34)nc21
  1.6	8	1	0.1
CCOc1ccc(N(CC)C(=O)CN2C(=O)C3C4C=CC(C4)C3C2=O)cc1 (configuration not stated)
  1.6	-6	-9	0.0
CCOC(=O)Nc1cc(C(C)(C)C)on1
  -1.2	-7	-8	0.0
O=C(NC1CCN(Cc2ccccc2)CC1)c1ccc2nc(Nc3cnccn3)sc2c1
  -2.8	4	-4	-0.1
CCOc1ccc(C(=O)Nc2nnc(S(=O)(=O)Nc3ccccc3)s2)cc1
  -1.8	-13	20	0.5
COCCNC(=O)/C(=C\c1ccccc1)NC(=O)c1ccc(Cl)cc1Cl
  1.0	-12	-7	0.0
C=CCN1C(=O)C(C#N)=C(C)/C(=C\c2ccc(-c3ccc(Cl)c(C(=O)OCC)c3)o2)C1=O
  4.3	2	-1	-0.2
CC(=O)Nc1ccc(Nc2nc(NCc3ccc4c(c3)OCO4)nc3nc[nH]c23)cc1
  -0.7	-9	-14	-0.1
CC(C)(C)c1ccc(S(=O)(=O)N/N=C/C=C/c2ccco2)cc1
  -0.1	7	13	0.2
COc1ccccc1-c1noc(-c2ccccc2C(=O)NCc2ccco2)n1
  0.3	10	10	-0.2
CCOc1ccc(S(=O)(=O)NCCC(=O)OCC(=O)NC(=O)c2cccn2C)cc1
  -0.3	-8	1	0.1
CCOC(=O)c1ccccc1NC(=O)CN1C(=O)CCSc2ccccc21
  1.2	3	12	0.8

Additional compounds follow:
Compound	GPR151 ag	TEAD-YAP inh	MITF primary	FBW7 act
CCn1c(=S)[nH]c2c1c(=O)n(C)c(=O)n2C	-0.5	1	5	-0.1
CN1C(=O)c2ccc(C(=O)NCc3cccnc3)cc2C1=O	-1.5	5	13	0.1
COC1C2COC(O2)C(OC)C1OC (configuration not stated)	0.0	8	-8	-0.1
COc1cccc(C(C(=O)NC2CCCCC2)N(C(=O)c2ccccn2)c2cccnc2)c1 (configuration not stated)	0.2	-10	-4	0.3
O=C(Nc1ccc(-n2cccn2)cc1)C1CC12CCN(C(=O)C1Cc3ccccc3O1)CC2 (configuration not stated)	-1.2	4	-1	0.7
N#Cc1ccsc1NC(=O)c1ccccc1Cl	0.0	1	9	0.1
CCC(NC(=O)Cc1ccccc1)C(=O)O (configuration not stated)	0.4	5	-4	-0.1
O=C(Nc1ccc(Cl)cc1)C1CCCC1	-1.7	-15	-1	0.3
CCOc1ccc(C2c3cccn3CCN2C(=S)Nc2cccc(OC)c2)cc1 (configuration not stated)	0.5	-23	-13	0.1
C=CCNc1nc(Nc2ccc(OC)cc2)nc(N2CCOCC2)n1	0.2	-20	-5	-0.1
O=C(Nc1ccc2oc(-c3ccc(F)cc3Cl)nc2c1)c1cccc2c(Br)cccc12	0.9	-4	11	0.6
Nc1nc(NCc2ccccc2)cc(-c2ccc(C(=O)NC3CC3)cc2)n1	0.3	3	-1	0.0
CCCC1=NN2C(=N)/C(=C/c3cn(CCOc4ccccc4OC)c4ccccc34)C(=O)N=C2S1	-1.4	-1	3	-0.1
CCOC(=O)c1ccsc1NC(=O)c1ccc2c(c1)OCCO2	-1.8	-7	6	-0.1
Cc1ccc2nc(CN3CCCCC3c3nccs3)nc(N)c2c1 (configuration not stated)	-0.9	7	22	0.0
O=C(COc1ccccc1[N+](=O)[O-])Nc1cc(C(=O)O)cc(C(=O)O)c1	3.4	4	-2	-0.1
CCOC(=O)c1cnc2c(C)cccc2c1Nc1ccc(N(C)C)cc1	3.3	-4	-10	-0.3
CCC1=NN(C(=O)c2cccc(Br)c2)C(O)(c2ccc(OC)cc2)C1 (configuration not stated)	-1.6	-46	-14	0.2
Fc1cccc(C2C=C(c3cccs3)Nc3nnnn32)c1 (configuration not stated)	-0.2	-12	-4	-0.1
Cc1cccc(N=C2SCC(=O)N2c2cccc(C)c2)c1	0.4	5	-3	0.5
O=C(NN1C(=O)/C(=C/c2cccc(O)c2)SC1=S)c1ccccc1O	0.3	-2	1	-0.2
c1ccc(CCc2nn3c(Cn4nnc5ccccc54)nnc3s2)cc1	0.9	6	15	0.3
COC(=O)C1=C(C)NC(=O)NC1c1ccc(Br)c([N+](=O)[O-])c1 (configuration not stated)	0.3	10	17	0.0
COc1ccc([N+](=O)[O-])cc1-c1ccc(/C=C2\NC(=O)N(Cc3ccc(Cl)cc3)C2=O)o1	1.7	-15	-8	0.1
Cc1cccc(NC(=S)N(CCCN2CCN(C)CC2)Cc2ccco2)c1	0.9	1	-1	0.0
O=C(O)C1C2C=CC(C2)C1C(=O)Nc1nc(-c2ccccc2)cs1 (configuration not stated)	-0.4	-8	10	0.8
CC(=O)N1CCC(N(CCCOC(C)C)C(=S)Nc2ccc(Cl)c(C)c2)CC1	-0.9	-7	-2	0.0
CCCC(C)NC(=O)COC(=O)c1cc2ccccc2oc1=O (configuration not stated)	-1.2	-8	1	0.0
O=C(CN1C(=O)c2ccccc2S1(=O)=O)Nc1ccc(Cl)c([N+](=O)[O-])c1	-0.1	8	-3	-0.1
CCN(CC)CCNC(=O)c1sc2ncnc(N3CCc4ccccc4C3)c2c1C	-0.6	-5	-8	0.1

An excerpt of these results, field by field:
> O=C(O)c1cc(S(=O)(=O)Nc2ccc(-c3nnc4n3CCCCC4)cc2)ccc1Cl
  GPR151 ag: 2.8	TEAD-YAP inh: -2	MITF primary: -6	FBW7 act: -0.1
> CC(C)(C)c1ccc(CSc2nc3ccsc3c(=O)n2CCc2ccccc2)cc1
  GPR151 ag: 0.7	TEAD-YAP inh: 3	MITF primary: -12	FBW7 act: 0.1
> CC(C)c1ccc(Nc2nc(CC(=O)O)cs2)cc1
  GPR151 ag: 1.0	TEAD-YAP inh: -20	MITF primary: -4	FBW7 act: -0.1

Remaining list, next part
Compound	GPR151 ag	TEAD-YAP inh	MITF primary	FBW7 act
CC1=C(C(=O)Nc2ccc(C)cn2)C(c2cccc([N+](=O)[O-])c2)C2=C(CC(C)(C)CC2=O)N1 (configuration not stated)	1.2	0	-11	0.0
Cc1ccc(CN(C(=O)c2ccccc2F)C2CCS(=O)(=O)C2)o1 (configuration not stated)	0.1	-9	14	0.1
CCc1ccc(-c2nc(CSCC(=O)NC(C)(C)C)c(C)o2)cc1	-0.3	20	21	0.5
COc1ccc(Nc2[nH]c(=O)sc2C2=c3cc(Br)ccc3=NC2=O)cc1	-0.8	-7	-7	-0.1
Cc1nnsc1C(=O)N1CCC(CO)(Cc2ccccc2Cl)CC1	-0.7	-20	17	0.2

Gathered by group, the entries above with two or more sulfur atoms
Compound	GPR151 ag	TEAD-YAP inh	MITF primary	FBW7 act
CCOC(=O)c1sc2nc(SCC(=O)C(C)(C)C)n(Cc3cccc(Br)c3)c(=O)c2c1C	-1.1	3	5	-0.1
CC(C)(C)c1ccc(CSc2nc3ccsc3c(=O)n2CCc2ccccc2)cc1	0.7	3	-12	0.1
O=S(=O)(c1ccc(-c2nc3ccccc3s2)cc1)N1CCCC1	3.8	-11	-6	0.1
CCOc1ccccc1Nc1nnc(SCC(=O)c2ccc(O)cc2O)s1	0.1	0	7	0.0
CCOc1ccc(C(=O)Nc2nnc(S(=O)(=O)Nc3ccccc3)s2)cc1	-1.8	-13	20	0.5
O=C(NN1C(=O)/C(=C/c2cccc(O)c2)SC1=S)c1ccccc1O	0.3	-2	1	-0.2
